LGR2 inh: blocks bursicon-induced cAMP signaling via Drosophila LGR2 | HEK293 LGR2, CRE-luciferase, bursicon-stimulated, 4 h | AID 720647 | hit rate 0.35% among 380,000 | inhibition, % at 9.99 µM;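 active = drop in luminescence signal, shown as inhibition above about 50% in the replicate tests, limit read from the data, passing the limit was not always enough; inconclusive = probably only some replicates passing the limit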;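 note: agonist challenge used bursicon conditioned medium at about half maximal strength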
DENV2 CPE rescue: inhibitors of DENV2 cytopathic effect; DENV2-infected cells, cytopathic effect rescue, plate reader; CPE inhibition, % at 9.99 µM; hit rate 1.7% among 350,000; AID 651640; in the data active = CPE inhibition above about 20%, passing the limit was not always enough; inconclusive = no clear call, values can overlap the other calls; tested in BHK-21 cells;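 note: 0% = median of neutral control wells and 100% = median of positive control wells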
EWS-Fli block: blocks EWS/Fli oncoprotein-driven transcription; A673 NR0B1-luciferase reporter, viability-normalised; inhibition, % at 12.6 µM; hit rate 0.67% among 350,000; AID 651661;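 active = mean inhibition of at least 50% after viability correction, with every replicate also passing that limit; inconclusive = mean reaches 50% but only one of two replicates passes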;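 note: firefly luciferase signal divided by Alamar Blue viability fluorescence both relative to DMSO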
SIRT5 block: inhibitors of human sirtuin-5 desuccinylase; hit rate 1.1% among 330,000; inhibition, % at 15 µM; AID 652115; Purified SirT5, succinyl-peptide AMC, trypsin-coupled fluorescence; in the data active = inhibition above about 15%; inconclusive = no clear call, values can overlap the other calls
Target sequence (Q9NXA8 whole entry, looked up): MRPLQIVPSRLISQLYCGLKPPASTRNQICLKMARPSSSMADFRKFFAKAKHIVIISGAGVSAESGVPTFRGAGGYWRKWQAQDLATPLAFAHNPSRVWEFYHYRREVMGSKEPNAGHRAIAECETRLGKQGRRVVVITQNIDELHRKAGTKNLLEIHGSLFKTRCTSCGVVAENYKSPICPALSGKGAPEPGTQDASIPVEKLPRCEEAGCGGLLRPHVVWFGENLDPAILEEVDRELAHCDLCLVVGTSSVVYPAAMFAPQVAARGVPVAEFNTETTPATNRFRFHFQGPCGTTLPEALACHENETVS
ARNT-TACC3 inh: ARNT/TACC3 interaction disruption; Q9Y6A5; AlphaScreen His-ARNT PAS-B/GST-TACC3 binding, luminescence; TACC3 fragment carries E629A point mutation; inhibition, % at 9.99 µM; hit rate 0.66% among 390,000;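 active = mean inhibition of replicates at least 50% and at least half of replicates each reaching 50%; inconclusive = half or more replicates reach 50% but mean below 50%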;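 note: 0% = complete ARNT plus TACC3 wells and 100% = ARNT alone without TACC3; many hits fall short of the cut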
PAX8 reporter: lowers PAX8-driven luciferase in RMG-I cells; RMG-I TPO-luciferase reporter, SteadyGlo, 24 h; inhibition, % at 12.6 µM; hit rate 1.2% among 360,000; AID 652154;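 active = mean replicate inhibition at least 60% with every replicate also reaching 60%; inconclusive = only one of the two criteria is met; inactive = mean below 60% and not all replicates reaching 60%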;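 note: luciferase light reporting Pax8 driven TPO promoter activity; plate controls were median of neutral control wells for no effect and mitoxantrone controls for full effect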
CASP6 VEID inh: blocks human caspase-6 cleavage activity. purified caspase-6, Z-VEID-R110 cleavage fluorescence. inhibition, % at 12.5 µM. hit rate 0.53% among 350,000;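 active = mean inhibition across replicates at least about 35%, with every replicate also reaching that limit, limit read from the data; inconclusive = only one of the two criteria met; inactive = neither criterion met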;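 note: 0% = median of neutral control wells and 100% = no fluorescence left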
Target sequence (P55212 24-179 limits assumed): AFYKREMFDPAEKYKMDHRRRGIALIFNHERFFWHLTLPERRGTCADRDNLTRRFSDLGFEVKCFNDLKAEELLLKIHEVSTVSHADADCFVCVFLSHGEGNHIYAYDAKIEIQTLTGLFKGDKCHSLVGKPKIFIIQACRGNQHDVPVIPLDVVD
Target sequence (P55212 194-293 limits assumed): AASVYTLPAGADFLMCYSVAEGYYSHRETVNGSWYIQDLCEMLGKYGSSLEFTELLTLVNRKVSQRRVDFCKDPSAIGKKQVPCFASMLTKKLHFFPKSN
* = called active by the depositor; ? = inconclusive; . = no result given; & = joins results of further samples. Rows are unselected; about 4.9% have a hit in one of these screens.

SMILES	LGR2 inh	DENV2 CPE rescue	EWS-Fli block	SIRT5 block	ARNT-TACC3 inh	PAX8 reporter	CASP6 VEID inh
COc1ccc(CN(C)C[C@H]2OCCCC[C@H](C)Oc3ccc(NS(=O)(=O)c4ccccc4)cc3C(=O)N([C@H](C)CO)C[C@H]2C)cc1	-2	-11	8	-2	-9	36	-3
COc1ccc(S(=O)(=O)N(C)C)cc1NC(=O)CSc1nncs1	-8	1	4	3	-3	14	-1
CC(=O)Nc1ccc2c(c1)C(=O)N(C)[C@H]1CC[C@H](CC(=O)NCc3ccc(F)cc3)O[C@@H]1CO2	13	0	0	-2	8	-14	-5
CC(N)C12CC3CC(CC(C3)C1)C2 (configuration not stated)	-9&-4	-1&-5	1&4	-1&-4	-4&0	-4&-1	0&4
CC(=O)c1c[nH]c(C(=O)NCc2cccc(C(F)(F)F)c2)c1	-7	-4	18	-9	-10	-15	-5
O=S(=O)(c1cccc(-c2n[nH]c(=S)n2Cc2ccccc2)c1)N1CCOCC1	18	5	-7	0	.	12	1
COCCN(C(=O)c1snc(C(N)=O)c1N)C(C(=O)NC1CCCC1)c1cc(OC)c(OC)c(OC)c1 (configuration not stated)	9	-2	-4	-7	-2	1	-1
Cc1cccc(C)c1NC(=O)C(c1ccccc1)N1CCN(C)CC1 (configuration not stated)	7	13	2	-5	.	-19	-2
Cc1ccc(Cl)cc1N1CCN(S(=O)(=O)c2cc3c(cc2C)NC(=O)CO3)CC1	-4	-1	5	1	-3	11	2
C[C@@H]1COC(=O)[C@@H](CC(=O)OC(C)(C)C)C/C=C\C[C@@H](CC(=O)N[C@H](CO)Cc2ccccc2)C(=O)N1	5	11	5	.	-4	-15	-1
CCC(C)NC(=O)CN1C(=O)c2cccc3cccc1c23 (configuration not stated)	1	-2	5	-2	1	1	1
O=C1/C(=C/c2ccccn2)SC(=S)N1c1ccc(O)cc1	-5	-3	-67	-1	2	-5	0
Cc1ccc(S(=O)(=O)CCC(=O)NCc2ccccc2Cl)cc1	6	.	6	-1	.	-2	2
CCc1ccccc1NC(=O)CN(c1ccc(OC)cc1OC)S(=O)(=O)c1ccccc1	13	-5	-4	3	-8	8	-2
Cc1c(C)n(CCc2ccccc2)c2ncnc(NCCCN(C)C)c12	-7	0	15	-4	12	-5	-16
CC1(C)Cc2[nH]c3ccccc3c2C(C)(C)N1	-5	0	2	-4	6	17	-1
COc1ccc(CN(C)C[C@H]2OCc3cnnn3CCCC(=O)N([C@H](C)CO)C[C@@H]2C)cc1	2&12	-8&-1	-3&-6&-2	-2&0	-12	-2&-6&3	-3&-3
COc1ccc(OC)c(N/C=C/C(=O)c2ccccc2)c1	96*	-2	81*	-3	1	78*	0
O=C(Cc1ccncc1)NCC[C@@H]1CC[C@@H](NC(=O)C2CCCC2)[C@@H](CO)O1	-4	3	0	-3	-1	0	-3
Cc1ccc(CNC(=O)c2ccc(Cn3nc(C)cc3C)o2)cc1	-9	9	.	-3	.	14	-1
CC(C)NC(=O)Nc1ccc2c(c1)C(=O)N([C@@H](C)CO)C[C@@H](C)[C@@H](CN(C)S(C)(=O)=O)OCCCC[C@@H](C)O2	14	-5	1	1	18	-14	-3
Cc1ccccc1-c1nc(CN2CCC(C(=O)N3CCN(c4ccccn4)CC3)CC2)c(C)o1	9	0	5	.	7	7	-7
N/C(=N\OC(=O)Nc1ccccc1)c1ccno1	-20	0	-9	-1	7	-39	0
C[C@@H]1CN([C@@H](C)CO)C(=O)Cc2cc(NS(C)(=O)=O)ccc2O[C@@H]1CN(C)S(=O)(=O)c1ccc(F)cc1	-15	-3	-2	3	-3	-1	-4
CCCCCC(=O)N1C[C@@H](n2cc(C3CC3)nn2)[C@H](O)C[C@@H]1c1ccc(Cl)cc1	14	-6	12	-2	.	22	2

Arranged by formula weight (low to high): three of the compounds above
SMILES	LGR2 inh	DENV2 CPE rescue	EWS-Fli block	SIRT5 block	ARNT-TACC3 inh	PAX8 reporter	CASP6 VEID inh
CCC(C)NC(=O)CN1C(=O)c2cccc3cccc1c23 (configuration not stated)	1	-2	5	-2	1	1	1
Cc1c(C)n(CCc2ccccc2)c2ncnc(NCCCN(C)C)c12	-7	0	15	-4	12	-5	-16
CC(C)NC(=O)Nc1ccc2c(c1)C(=O)N([C@@H](C)CO)C[C@@H](C)[C@@H](CN(C)S(C)(=O)=O)OCCCC[C@@H](C)O2	14	-5	1	1	18	-14	-3

(more compounds)
SMILES	LGR2 inh	DENV2 CPE rescue	EWS-Fli block	SIRT5 block	ARNT-TACC3 inh	PAX8 reporter	CASP6 VEID inh
COc1ccc(S(=O)(=O)N[C@H]2CC[C@@H](CC(=O)N3CCc4ccccc4C3)O[C@H]2CO)cc1	20	-4	-5	11	4	9	0
C[C@H](CO)N1C[C@H](C)[C@H](CN(C)CC2CC2)Oc2c(NC(=O)c3ccc(-c4nccs4)cc3)cccc2C1=O	-10	-3	-1	0	.	5	1
Cc1c(C(=O)NCc2cccs2)sc(=O)n1Cc1ccc(S(C)(=O)=O)cc1	18	-4	3	.	.	3	-1
Cc1ccc(S(=O)(=O)NCC2COc3ccccc3O2)cc1 (configuration not stated)	2	11	7	-4	1	1	-3
CCCn1c(SCc2nc(-c3cccs3)no2)nnc1-c1ccncc1	4	.	.	-3	1	.	0
COCC#Cc1ccc([C@H]2[C@@H](CO)N3CCCCN(S(=O)(=O)c4cccc(OC)c4)C[C@@H]23)cc1	13	2	.	6	3	23	0
O=C(OCc1cnc(Cl)s1)c1c(F)cccc1F	7	-5	-15	-4	-9	-3	-3
CCOC(=O)[C@H]1[C@H]2COc3cc(OC)ccc3[C@@H]2N2C(=O)N(c3cccc(F)c3)C(=O)[C@@]12C	5	-5	-1	.	-1	-4	-2
Cc1noc(C)c1S(=O)(=O)N(C)C[C@H]1OCCCC[C@H](C)Oc2ccc(NC(=O)CCC(F)(F)F)cc2C(=O)N([C@@H](C)CO)C[C@@H]1C	14	15	-8	.	0	3	.
COc1ccccc1-c1cnc2c(c1)C(=O)N([C@H](C)CO)C[C@H](C)[C@H](CN(C)C(=O)c1ccccc1)O2	-11	?	6	3	-3	-10	0
Cc1cc(-c2cn3ccccc3n2)c(C)n1-c1ccccc1	-6	11	-16	-5	2	-80	-2
COc1ccccc1N(CC(=O)N/N=C(\C)c1ccc(F)cc1)S(=O)(=O)c1ccccc1	-4	3	3	-1	.	-1	1
C[C@@H]1CCCCO[C@H](CN(C)S(=O)(=O)c2ccc(Cl)cc2)[C@H](C)CN([C@@H](C)CO)C(=O)c2cc(NC(=O)Nc3cccc4ccccc34)ccc2O1	17	-8	1	7	-2	14	2
Nc1ncnc2c1ncn2[C@@H]1O[C@H](CNC(=O)[C@@H]2CCN2)[C@@H](O)[C@H]1O	-7	1	3	5	8	-8	-1
COc1ccc(/C=N/n2c(-c3cc(C)[nH]n3)n[nH]c2=S)cc1OC	.	-3	14	-1	.	-4	-2
CC(C)(C)OC(=O)N(CCc1ccccc1)Cc1cccc(OCc2cccc(NC(=O)C3CCCC3)c2)c1	-21	9	2	0	-3	25	-1
Cc1cc(OC(C(=O)O)c2ccccc2)c2c(C)c(Cc3ccccc3)c(=O)oc2c1 (configuration not stated)	-4	-1	8	-4	-6	-13	2
CCOC(=O)C1=C(C(=O)OCC)C2N(Cc3ccc(C#N)cc3)c3ccccc3[C@@]23C[C@@H](C(=O)OC)N(S(=O)(=O)c2ccc(F)cc2)C3=N1 (some centres not stated)	-10	-2	-11	.	.	-18	0
CO[C@@]12[C@H](COC(N)=O)C3=C(C(=O)C(C)=C(N)C3=O)N1C[C@@H]1N[C@@H]12	11	5	-4	0	-2	13	14
C[C@H]1CN([C@@H](C)CO)C(=O)c2cc(C#Cc3cccc(F)c3)cnc2O[C@H]1CN(C)C(=O)C1CC1	4	8	-8	-2	-7	.	2
CN(Cc1ccc(OC(F)F)cc1)C(=O)c1ccc(S(=O)(=O)N(C)c2ccccc2)cc1	6	-6	-2	-2	0	12	0
COc1ccc(NC(C)=O)cc1NC(=O)c1cccc(S(=O)(=O)N2CCN(Cc3ccccc3)CC2)c1	-14	5	5	-1	1	.	1
COc1ccccc1C#Cc1cnc2c(c1)C(=O)N([C@@H](C)CO)C[C@@H](C)[C@@H](CN(C)C)O2	5	-3	-28	3	-1	.	0
CC(=O)Nc1ccc2c(c1)C(=O)N(C)[C@H]1CC[C@@H](CC(=O)Nc3cn(C)nc3C)O[C@H]1CO2	-2	2	3	-1	-5	10	0
Nc1cc(S(=O)(=O)N2CCCCC2)ccc1N1CCCCC1	-2	6	4	-1	-1	4	3
Going on with the list.
SMILES	LGR2 inh	DENV2 CPE rescue	EWS-Fli block	SIRT5 block	ARNT-TACC3 inh	PAX8 reporter	CASP6 VEID inh
O=C(C[C@H]1CC[C@@H]2[C@H](COC[C@H](O)CN2CC2CCCC2)O1)NCC1CC1	3	9	13	-3	.	.	0
CN1C(=O)c2cc(NC(=O)C3CCOCC3)ccc2OC[C@@H]2O[C@H](CC(=O)NCC3CCCCC3)CC[C@@H]21	-4	1	1	3	3	-6	5
CCCCc1cc(=O)oc2cc(C)cc(OC(C)C(=O)NCC3CCC(C(=O)O)CC3)c12 (configuration not stated)	.	-9	2	.	6	.	-2
O=C(COC(=O)c1cc2ccccc2cc1O)NC1CCCCC1	-8	-3	10	-1	-5	19	-1
CN(C)CC#Cc1ccc([C@H]2[C@@H](CO)N3CCCCN(C(=O)C4CCC4)C[C@@H]23)cc1	1	.	-4	.	-2	11	.
CCC(C(=O)N1CCN(c2ncccn2)CC1)c1ccccc1 (configuration not stated)	10	3	8	0	10	21	3
N#CC(CC(=O)c1ccc(Cl)cc1)c1ccccc1 (configuration not stated)	12	-12	2	1	-2	-14	2
CCc1cccc(CC)c1NC(=S)NCc1nc2ccccc2[nH]1	-10	0	5	0	-3	13	3
O=C(N/N=C/c1cccc(O)c1)c1ccc(-n2cnnn2)cc1	-2	?	-6	12	-2	-1	4
CCn1ncc([N+](=O)[O-])c1C(=O)Nc1ccc(C)c(C)c1	4	-4	-9	-5	6	-9	0
Cc1ccc(NC(=O)CCC(=O)c2ccc(Cl)s2)nc1	-3	5	1	2	.	-9	9
C=CCNC(=S)N/N=C/c1ccc(N(CC)Cc2ccccc2)cc1	23	.	.	.	-5	33	.
CCCc1cc(NC(=O)COC(=O)c2ccc(O)cc2O)n(-c2ccccc2)n1	-1	-5	-7	-1	.	-5	0
O=C(O)C1=C[C@H](c2ccccc2)C[C@H](OCCCCO)O1	-3	0	-6	-1	10	18	-1
CC(C)CN1C(=O)C(=O)N(CC(=O)NCCCc2ccccc2)C1=O	3	0	4	.	.	2	0
O=C(NCC1CCN(Cc2ccc(F)cc2)CC1)C1CCCN(c2ncnc3c2nc2n3CCCCC2)C1 (configuration not stated)	22	4	25	-1	9	5	-11
CC(=O)Nc1cccc(NC(=O)c2ccc3c(c2)CCN3S(=O)(=O)c2ccccc2)c1	19	1	1	1	10	4	-2
COc1cc(NC(=S)N2CCCC(C)C2)cc(OC)c1OC (configuration not stated)	11	-3	2	0	.	5	-2
COCC(=O)N1CC2(C1)[C@H](c1ccccc1)[C@H](CO)N2Cc1ccccc1OC	4	6	-1	1	.	10	-1
O=C(Cn1cnc2c(nnn2-c2ccccc2)c1=O)NCCc1ccccc1	25	1	3	-11	-4	-1	0
CC(C)NC(=O)Nc1ccc2c(c1)C(=O)N(C)[C@@H]1CC[C@@H](CC(=O)NCC(F)(F)F)O[C@H]1CO2	-7	-1	11	.	-11	-23	.
Cc1ccc(-c2cnc3c(c2)C(=O)N([C@H](C)CO)C[C@H](C)[C@@H](CN(C)C(=O)c2cccnc2)O3)cc1	0	-6	-1	4	-2	.	0
CC(=O)Nc1ccc2c(c1)ncn2C1CCCCC1	-11	.	.	-3	.	.	-2
C=C1C(=O)OC2C1C(OC(=O)C(C)=CC)CC(=C)C1C(O)C3OC3(C)C21O (configuration not stated)	-13	?	-10	.	-3	46	2
CCOc1ccc2oc(C(=O)N3CCN(Cc4ccccc4)CC3)c(C)c2c1	-6	5	8	-3	0	12	3

Printed as active in LGR2 inh, among the entries above:
Compound	LGR2 inh	DENV2 CPE rescue	SIRT5 block	ARNT-TACC3 inh	CASP6 VEID inh
COc1ccc(OC)c(N/C=C/C(=O)c2ccccc2)c1	96*	-2	-3	1	0

Source: PubChem (Broad Institute)
